# Screening data from PubChem.
# MBD2 inh: inhibitors of MBD2 binding to methylated DNA, primary screen, biochemical, TR-FRET, DNA-binding domain, human; MBD2 binding to methylated oligonucleotide; 370,000 compounds, 0.31% hits; inhibition, % at 4.4 µM; Methyl-CpG-binding domain protein 2 (Homo sapiens), Q9UBB5; in the data active means inhibition above about 13%
# Target sequence (Q9UBB5 whole entry, looked up, the tested form may be a part): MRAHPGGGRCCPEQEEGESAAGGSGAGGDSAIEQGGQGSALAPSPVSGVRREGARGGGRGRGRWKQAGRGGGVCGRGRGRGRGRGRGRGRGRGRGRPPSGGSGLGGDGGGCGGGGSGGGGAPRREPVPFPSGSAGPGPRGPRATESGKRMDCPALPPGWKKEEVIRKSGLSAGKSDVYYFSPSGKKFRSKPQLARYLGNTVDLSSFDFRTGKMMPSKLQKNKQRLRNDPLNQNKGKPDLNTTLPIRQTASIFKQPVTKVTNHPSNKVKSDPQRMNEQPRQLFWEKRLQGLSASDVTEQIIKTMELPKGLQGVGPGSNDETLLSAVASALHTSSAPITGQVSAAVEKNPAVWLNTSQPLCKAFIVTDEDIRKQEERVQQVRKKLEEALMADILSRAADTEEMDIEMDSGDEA
# LEDGF integ inh: blockers of LEDGF/p75-dependent integrase strand transfer – biochemical, TR-FRET, high throughput, primary screen. HIV-1 integrase (with human LEDGF/p75). TR-FRET IN-LEDGF/p75 DNA integration, Eu/Cy5. inhibition, % at 3.7 µM. 370,000 compounds, 0.64% hits;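 active means inhibition above the screen-wide mean plus 3 SD, cut at about 13% in these data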;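 further: signal is the Cy5 over europium emission ratio at 671 and 618 nm; 0% = plate median of compound wells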
# SIAE primary: human SIAE inhibitors, primary screen, biochemical, fluorescence polarization, FP-Rh probe, 1536-well HTS; SIAE FP-Rh probe binding; AID 1053197, 2014; Sialate O-acetylesterase (Homo sapiens), Q9HAT2; inhibition, % at 9.66 µM; 370,000 compounds, 0.69% hits;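 active means inhibition above a cutoff: mean of compounds within the control limits plus 3 SD of those, cut at about 17% in these data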;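 further: 0% = plate median of compound wells and 100% = probe without SIAE protein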
# Target sequence (Q9HAT2 whole entry, looked up): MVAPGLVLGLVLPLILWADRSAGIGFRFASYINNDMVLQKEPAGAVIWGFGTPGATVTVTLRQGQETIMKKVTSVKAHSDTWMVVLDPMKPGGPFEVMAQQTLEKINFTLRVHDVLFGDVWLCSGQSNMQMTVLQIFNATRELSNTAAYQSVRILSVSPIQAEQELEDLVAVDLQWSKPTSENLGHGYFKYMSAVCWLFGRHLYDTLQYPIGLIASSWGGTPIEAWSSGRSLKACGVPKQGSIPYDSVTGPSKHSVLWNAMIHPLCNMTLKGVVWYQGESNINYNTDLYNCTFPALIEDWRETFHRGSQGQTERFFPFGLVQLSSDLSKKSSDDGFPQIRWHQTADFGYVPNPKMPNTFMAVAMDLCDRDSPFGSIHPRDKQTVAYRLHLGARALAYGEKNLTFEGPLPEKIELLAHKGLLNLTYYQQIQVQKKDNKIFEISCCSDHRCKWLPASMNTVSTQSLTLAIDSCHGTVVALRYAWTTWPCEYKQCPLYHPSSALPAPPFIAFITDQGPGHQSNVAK
# proKLK7 act: proKLK7 zymogen activators, primary screen, biochemical, fluorescence intensity. Kallikrein-7 (Homo sapiens), P49862. purified proKLK7, EDANS-DABCYL substrate fluorescence; 100% is mature enzyme control, 0% vehicle. activation, % at 7 µM. 370,000 compounds, 0.9% hits. AID 652039, 2013;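 active means activation above the mean of all tested compounds plus 3 SD, computed per campaign excluding outliers beyond control limits, cut at about 13% in these data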
# UHRF1 binding: UHRF1 methylated DNA binding inhibitors, primary screen, counter-screen for MBD2 inhibitor project, biochemical, TR-FRET, human UHRF1, single concentration; inhibition, % at 4.4 µM; UHRF1 binding to methylated oligo; E3 ubiquitin-protein ligase UHRF1 (Homo sapiens), Q96T88; 370,000 compounds, 0.75% hits; AID 687016, 2013; in the data active means inhibition above about 21%;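 further: UHRF1 SRA domain binding a hemimethylated CpG hairpin DNA probe; 0% = median of test compound wells and 100% = reference inhibitor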
# TCR CD3 inh: inhibitors of human TCR-CD3 interaction, primary screen, biochemical, fluorescence, TAMRA-labeled TCR probe; inhibition, % at 9.4 µM; 360,000 compounds, 0.37% hits; in the data active means inhibition above about 19%;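 further: recombinant mutant TCR 2C K166C tagged with TAMRA read by polarization; 0% = receptor in buffer alone and 100% = receptor with positive control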
# DDE Tn6 FP inh: inhibitors of Tn6 peptide binding to fibrin DD(E), primary screen, biochemical, fluorescence polarization, human fibrin, Tn6 probe; Fibrinogen beta chain (Homo sapiens), P02675; Fibrin DD(E) TRITC-Tn6 fluorescence polarization displacement; inhibition, % at 8.3 µM; 370,000 compounds, 0.21% hits; AID 720509, 2013;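 active means inhibition above a per-campaign cutoff: mean of compounds within control limits plus 3 SD, cut at about 15% in these data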;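 further: 0% = median of all compound wells on the plate and 100% = blocking peptide control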
# DDE Tn7 FP inh: inhibitors of Tn7 peptide binding to fibrin DD(E), primary screen, biochemical, fluorescence polarization, human fibrin, Tn7 probe; Fibrinogen beta chain (Homo sapiens), P02675; FP displacement of FITC-Tn7 peptide from fibrin DD(E); 0% = median of compound wells per plate; inhibition, % at 8.3 µM; 370,000 compounds, 0.13% hits;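 active means inhibition above the mean of compounds falling within the control limits plus 3 SD of them, cut at about 14% in these data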;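 further: 0% = plate median of compound wells and 100% = 10 µM Aha-Tn7 peptide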
#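 Assay system: Human fibrin DD(E) protein | Medium: Tris buffer with calcium and detergent, pH 7.8 | Reagent: 0.1 µM fluorescent Tn7 | Compound dosing: Single point at 8.3 µM | Times: 10 min preincubation, 3 h with tracer, room temperature | Detection: Fluorescence polarization of the labelled Tn7 tracer | Controls: Aha-Tn7 high control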
# PRMT1 FP inh: PRMT1 methyltransferase inhibitors, primary screen, biochemical, fluorescence polarization; Protein arginine N-methyltransferase 1 (Homo sapiens), Q99873; inhibition, % at 2.79 µM; recombinant PRMT1, activity-based probe fluorescence polarization; 370,000 compounds, 1.3% hits;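 active means inhibition above about 21% made by adding two undisclosed values, limit read from the data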
# TDP2 absorb: human TDP2 enzyme inhibitors, primary screen, biochemical, epi absorbance, recombinant enzyme | Tyrosyl-DNA phosphodiesterase 2 (Homo sapiens), O95551 | T5PNP hydrolysis, p-nitrophenol absorbance 415 nm | inhibition, % at 12.8 µM | 370,000 compounds, 0.34% hits;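 active means inhibition above the mean of all tested compounds plus 3 SD, set per campaign, cut at about 25% in these data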;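 further: 0% = DMSO with enzyme and 100% = buffer with substrate but no TDP2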
#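 System – recombinant human TDP2 · Quantity – TDP2 enzyme at 120 nM final · Doses – single concentration, 12.8 µM nominal, with 1% DMSO · Incubation – 2 h at 37 °C · Measured by – epi absorbance of p-nitrophenol freed from T5PNP by hydrolysis · Read-out – % inhibition relative to enzyme-containing and enzyme-free wells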
# * = called active by the depositor; . = no result given.
# Each structure is followed by: MBD2 inh	LEDGF integ inh	SIAE primary	proKLK7 act	UHRF1 binding	TCR CD3 inh	DDE Tn6 FP inh	DDE Tn7 FP inh	PRMT1 FP inh	TDP2 absorb
COCC(=O)N(Cc1cc2cc(OC)ccc2[nH]c1=O)c1ccccc1
    0	-1	-6	-0.2	2	-8	3	-3	-3	-9
O=C(N/N=C/C=C/c1cccc([N+](=O)[O-])c1)c1ccncc1
    0	-1	0	0.4	2	11	2	1	-1	-8
N/C(=N\OC(=O)c1ccccc1)C(C(=O)NOC(=O)c1ccccc1)C1CCCCC1 (configuration not stated)
    -1	4	0	0.7	-2	-1	2	-4	-2	-2
COc1ccc(-c2nn(-c3ccccc3)cc2C(=O)NC2CC2)cc1
    -2	4	-3	0.2	3	-3	4	2	-8	-19
CSc1nsc(NC(=O)CCNC(=O)c2ccc([N+](=O)[O-])cc2)n1
    0	1	-1	-0.7	0	5	-1	-4	0	10
Cc1nc(N2CCOCC2)[nH]c(=O)c1CCC(C)C
    0	-1	-5	-0.4	0	0	3	7	1	-5
Clc1cccc(/C=N\Nc2nccs2)c1
    -4	2	14	-1.0	-1	-12	2	-1	3	-7
CCCCCCNc1c([N+](=O)[O-])c(=O)sc2ccccc12
    -7	5	-7	0.3	0	-3	2	6	1	-8
CN(C)CC(C)(C)CNS(=O)(=O)c1cccc2nsnc12
    -3	-1	-2	0.0	-3	8	-1	12	-1	-2
CCOc1ccc(NC(=O)N2CCN(c3nc4ccccc4s3)CC2)cc1
    0	1	-1	-0.4	5	8	4	-4	-1	-5
O=C(COC(=O)c1ccc2c(c1)OCO2)Nc1ccccc1OC(F)F
    4	5	-10	0.0	-1	1	1	-9	-1	-11
COc1ccc(C(=O)C(=O)N2CCN(C(=O)c3ccccc3C(F)(F)F)CC2)cc1OC
    4	-2	22*	-0.4	1	1	-1	3	17	3
O=C(COC(=O)CC1CC2CCC1C2)NC(=O)NC1CCCC1 (configuration not stated)
    -5	0	-3	0.0	1	-1	4	0	6	-2
COc1ccc(CCn2c(=N)c(S(=O)(=O)c3ccc(Cl)cc3)cc3c(=O)n4ccccc4nc32)cc1
    7	-1	0	-0.4	3	-2	-10	-4	8	-16
CCc1ccc(NC(=O)NNC(=O)c2ccc3ccccc3c2O)cc1
    -1	-2	15	-2.8	0	22*	2	-2	4	-2
Cn1c2ccccc2c(=O)c2ccc(C#CC3(N)CCCCC3)cc21
    11	-2	-3	-23	6	5	-8	0	2	-3
Cc1ccc(C)c2sc(NC(=O)c3nc4ccccc4s3)nc12
    5	-1	-3	-0.1	-1	-1	4	-8	3	-7
Cc1ccc2c(c1)C1CN(C)CCC1N2C(=O)c1ccccc1NS(=O)(=O)c1ccc(F)cc1C (configuration not stated)
    -2	0	-5	-0.4	1	5	5	2	0	1
CC(C)NS(=O)(=O)c1ccc(Br)c(C(=O)OC(C)C(=O)NC2CCCCC2C)c1 (configuration not stated)
    -2	-2	0	0.1	-2	0	1	4	-1	0
CCCCN(C(=O)NC(=O)Nc1cccc(C)c1C)S(C)(=O)=O
    -7	1	2	-0.5	2	1	-3	-2	-1	-3
CCOc1ccc(S(=O)(=O)Nc2cccc(OC)c2)cc1
    -2	-2	-5	1.0	0	3	-1	8	-5	-5
COC(=O)c1ccc(N2CCN(C(C)=O)CC2)c(NC(=O)COc2ccccc2C)c1
    -1	-3	-4	0.2	3	5	-3	1	-1	-15
C=CCCC(=O)N1C[C@H]2CON(C)[C@H]2C[C@H]1c1ccc(N2CCCCC2)cc1
    1	-1	1	0.1	-3	0	-9	3	-3	8
COc1cccc(CNC(=O)COC(=O)c2ccc(-c3ccc(O)cc3)cc2)c1
    1	-3	3	-2.2	-4	6	7	1	-4	1
COc1ccc(CCNC(=O)c2cnn(-c3ccc(C)c(C)c3)c2NC(=O)c2ccco2)cc1OC
    -3	-2	5	0.4	1	4	9	-4	1	6
COc1ccc(S(=O)(=O)N(CC(=O)N/N=C/c2cccs2)c2cc(C)cc(C)c2)cc1OC
    -6	-5	-4	-0.4	-3	8	2	8	0	-11
O=C(Nc1ccon1)c1cc(-c2ccccc2)nc2ccccc12
    -3	0	-9	0.1	-2	2	2	-1	-3	1
N#CCSc1ccc2nc(-c3ccccc3)cn2n1
    5	0	13	16*	0	-10	2	-2	19	-4
COc1ccc(OC)c(C(=O)NC2CCCc3c2cnn3-c2cc(C)cc(C)c2)c1 (configuration not stated)
    -3	5	-12	0.1	-2	-1	2	-3	-4	-9
COC(=O)c1ccc(NC(=O)COc2cccc3c2OC(C)(C)C3)cc1
    -2	-1	-3	0.2	0	-5	-11	0	0	12
S=c1[nH]nc(-c2ccccc2)n1/N=C/c1ccc(-c2ccccc2Cl)o1
    3	5	-15	-0.1	-2	-3	-13	-4	3	2
Cc1ccc(S(=O)(=O)NCC2CCC(C(=O)N3CCOCC3)CC2)cc1 (configuration not stated)
    2	0	-4	-0.3	0	-1	0	1	-1	-1
COCCNc1cnn(-c2ccccc2)c(=O)c1Cl
    -3	-4	-7	-0.2	3	-1	3	-3	2	-12
Cc1ccc(C(=O)Nc2nc(C)c(C(=O)Nc3ccc4c(c3)CCC4)s2)cc1
    -2	-1	-30	-5.4	6	-2	-13	-9	-5	-3
O=c1c2c(n3nnnc3n1-c1ccccc1)-c1ccccc1CC21CCCC1
    7	-4	-7	0.3	3	-4	-6	1	5	-9
Cc1cc(OCC(=O)Nn2cnnc2)c(C)cc1Br
    -3	-2	14	-0.3	2	1	1	2	-3	9
CC(C)(C)C(=O)NNC(=O)c1cnccn1
    -2	1	1	0.0	0	8	4	-6	0	6
O=C(Nc1ccc(F)cc1F)Nc1sccc1-c1nc2ccccc2s1
    -9	2	-34	-16	-5	0	-1	15*	-4	18
Cn1c(=O)n(Cc2ccccc2F)c(=O)c2c1nc1n2CCN1Cc1ccco1
    3	4	0	0.5	-3	1	1	-1	-1	6
CCc1cc2ccc(C)cc2nc1SCC(=O)c1ccc(NC(C)=O)cc1
    -5	1	-55	-0.6	-1	-2	8	5	0	1
CCC(C)c1ccccc1NC(=O)CN(CC)CC(=O)Nc1ccc2c(c1)OCCO2 (configuration not stated)
    -4	1	6	0.1	-3	0	11	-1	2	-5
O=C(Cc1ccc(S(=O)(=O)N2CCOCC2)s1)NCCc1ccc(F)cc1
    2	-7	-5	-0.4	2	-5	-5	7	-1	-7
O=C1CSC(=Nc2ccccc2)N1
    -3	5	-1	0.1	0	-14	-4	0	-3	-8
[O-][n+]1cccc2c(Br)cc(Br)c(O)c21
    -5	5	0	-0.2	-7	5	1	10	0	3
CCCN(CCC)CCCNC(=O)c1cn(-c2ccc(OC)cc2)c(=O)c2ccccc12
    -5	6	3	-0.3	-1	2	10	-3	-5	8
COc1cc(OC)cc(-c2c(-c3cccs3)c3cc(-c4cnc(N)nc4)ccc3n2C)c1
    2	-1	9	-12	-3	4	-2	6	-2	4
Cn1c(=O)n(C)c2cc(N3CCOCC3)c(NC(=O)c3ccc(F)cc3)cc21
    -1	2	0	0.1	1	5	2	-3	3	-6
C/C(=N\Nc1nnc(C)c(=O)[nH]1)C(=O)O
    -6	2	-3	0.0	1	2	3	6	-3	-5
Cc1ccc(/C=C/C(=O)C2C(=O)c3ccccc3C2=O)cc1
    -4	-3	10	-0.3	-5	9	9	3	4	0
CN(Cc1ccccc1)C(=O)c1ccccc1NC(=O)C1CC1
    -5	0	0	0.1	-5	9	1	6	-5	2

# Next entries:
# Each structure is followed by: MBD2 inh	LEDGF integ inh	SIAE primary	proKLK7 act	UHRF1 binding	TCR CD3 inh	DDE Tn6 FP inh	DDE Tn7 FP inh	PRMT1 FP inh	TDP2 absorb
CC(=O)c1cccc(NS(=O)(=O)c2c(C(=O)N3CCOCC3)c(C)n(C)c2C)c1
    1	-1	0	0.5	3	2	0	0	-2	-16
COc1ccc(C(=O)C(Cc2cc(C(C)=O)ccc2OC)N2CCCC2)cc1 (configuration not stated)
    -1	-3	-4	-0.2	3	-9	-3	0	2	-2
O=C(N/N=C/c1ccc([N+](=O)[O-])cc1)c1cc2ccccc2o1
    0	-5	-2	0.0	1	-9	-3	0	3	-1
COc1ccc(C(=O)C(C)OC(=O)c2sc(C)nc2C)cc1 (configuration not stated)
    -1	-1	-6	0.2	1	3	3	4	-1	5
CC(C)OCCCNC(=O)c1ccc(NC(=O)C2CCCO2)cc1 (configuration not stated)
    7	3	-5	0.3	11	1	-4	1	-3	0
CCN(CC)C(=O)c1ccc(CS(=O)(=O)c2ccc(OC)cc2)o1
    -1	0	1	0.1	-1	5	2	1	-1	3
Cc1ccc(-c2nn(-c3ccccc3)cc2C2SCC(=O)N2Cc2ccccc2)o1 (configuration not stated)
    -2	1	-5	-0.6	1	3	6	-10	6	-1
Cc1ccc(C(C)(O)CS(=O)(=O)Cc2ccccc2Cl)cc1 (configuration not stated)
    -2	1	8	0.5	8	0	-1	3	-1	-5
CC(C)c1ccc(C(N)=S)cc1
    2	-6	-7	-0.1	9	-1	-2	9	5	2
C/C(=C\C(=O)OCCCCCCCCC(=O)O)C[C@@H]1OC[C@H](C[C@@H]2O[C@H]2[C@@H](C)[C@H](C)O)[C@@H](O)[C@H]1O
    1	0	7	0.4	1	-4	0	-1	1	1
O=C1CCN(CCc2ccccc2)CCN1[C@H](CSc1ccccc1)Cc1ccccc1
    -2	-1	-1	-0.2	0	-2	8	-3	0	-4
COc1ccc(NC(=S)N(CCCOC(C)C)C2CCN(C(C)=O)CC2)cc1Cl
    -6	1	-2	0.2	-3	3	-6	10	2	3
C/C(Cl)=C/Cn1c(NCCN(C)C)nc2c1c(=O)n(C)c(=O)n2C
    0	2	5	-0.7	2	2	-2	-1	-2	-2
COC(=O)[C@H]1C[C@@]2(CC=C(C)C)c3ccccc3N(C(=O)OC(C)(C)C)[C@H]2N1C(=O)OC(C)(C)C
    1	0	6	.	-2	.	7	8	-1	-1
Cn1cnnc1SCC(=O)c1ccc(OC(F)F)cc1
    1	-1	0	0.5	-3	12	4	7	-1	4
